Yp Topo-I inh: blocks Yersinia pestis topoisomerase I activity | Y. pestis Topo-I cleavage product accumulation, plate reader | activity, % at 10 µM | actives 0.064% (n = 360,000); in the data active = activity above about 50%, passing the limit was not always enough; also: inactives centre near 2
Rv3671c protease: Rv3671c (M. tuberculosis) protease inhibition | P9WHR9 | inhibition, % at 5.96 µM | actives 0.048% (n = 320,000) | AID 2606; in the data active = inhibition above about 38%;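 also: extracellular domain of Rv3671c used as enzyme; 0% = enzyme with DMSO and 100% = no enzyme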
Target sequence (P9WHR9 whole entry, looked up, the tested form may be a part): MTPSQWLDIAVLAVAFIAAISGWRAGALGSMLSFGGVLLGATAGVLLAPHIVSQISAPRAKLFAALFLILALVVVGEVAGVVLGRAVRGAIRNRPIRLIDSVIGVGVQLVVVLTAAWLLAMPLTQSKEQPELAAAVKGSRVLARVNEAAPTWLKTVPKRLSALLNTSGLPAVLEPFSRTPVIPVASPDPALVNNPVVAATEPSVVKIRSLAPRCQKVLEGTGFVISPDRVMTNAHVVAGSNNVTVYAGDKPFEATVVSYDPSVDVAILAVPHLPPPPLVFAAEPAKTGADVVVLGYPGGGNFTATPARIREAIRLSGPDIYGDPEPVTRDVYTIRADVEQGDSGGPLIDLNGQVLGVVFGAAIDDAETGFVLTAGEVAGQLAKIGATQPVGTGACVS
PfHsp40 yeast: compounds rescuing yeast from Plasmodium falciparum HSP40 toxicity | S. cerevisiae expressing PfHsp40, growth rescue, ATP luminescence | growth rescue, % at 12.5 µM | actives 0.68% (n = 340,000) | AID 504582; in the data active = growth rescue above about 28%, passing the limit was not always enough;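 also: yeast W303a lacking pdr1 and pdr3 grown in galactose medium; growth measured after three days at 30 °C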
Anthrax LF prot: anthrax lethal factor protease inhibition | multiplex microsphere protease cleavage assay, LF | actives 0.12% (n = 360,000) | inhibition, % at 10 µM | AID 588501 | P15917; in the data active = inhibition above about 30%; also: plate controls were buffer without enzyme for full effect and enzyme alone for no effect
VHR inh abs: DUSP3 (human) phosphatase inhibition; P51452; recombinant VHR phosphatase, pNPP absorbance; inhibition, % at 13.3 µM; actives 0.52% (n = 290,000); AID 1654; in the data active = inhibition above about 50%; also: some compounds called inactive have numbers as strong as hits
Target sequence (P51452 whole entry, looked up): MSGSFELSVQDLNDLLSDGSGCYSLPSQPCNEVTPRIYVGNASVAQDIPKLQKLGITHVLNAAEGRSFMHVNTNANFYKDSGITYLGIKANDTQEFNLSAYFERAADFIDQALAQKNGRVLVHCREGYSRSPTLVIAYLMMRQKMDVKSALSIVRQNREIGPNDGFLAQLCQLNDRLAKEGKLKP
MazEF act: MazEF (E. coli) toxin RNase activation; activation, % at 20 µM; actives 0.32% (n = 350,000); FAM/BHQ RNA-DNA oligo cleavage fluorescence, 5 h; in the data active = activation above about 50%
Target sequence (P0AE70 whole entry, looked up): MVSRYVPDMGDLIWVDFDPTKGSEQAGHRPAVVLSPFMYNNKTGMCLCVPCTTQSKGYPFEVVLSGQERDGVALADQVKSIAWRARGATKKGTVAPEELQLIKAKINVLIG
3CLpro inhibitor: SARS-CoV 3CLpro protease inhibition | P0C6X7 | recombinant SARS-CoV 3CLpro, quenched FRET peptide cleavage | inhibition, % at 6 µM | actives 0.14% (n = 290,000); in the data active = inhibition above about 12%
Vc quorum ag: induces V. cholerae light production without autoinducers | actives 0.16% (n = 350,000) | V. cholerae BH1578 lux reporter, luminescence, 6 h | activation, % at 18.7 µM; in the data active = activation mostly above about 9.7%, no sharp cut-off; also: not every result past the cut was called active; inactives centre near 0; reference of the scale not given here
SSB-PriA inh: blocks PriA binding to SSB C-terminal tail; AlphaScreen SSBct-PriA binding, biotinylated peptide; inhibition, % at 33 µM; actives 0.6% (n = 430,000); in the data active = inhibition mostly above about 37%, no sharp cut-off; inactive = mostly below about 20%;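 also: plate controls were negative control peptide for no effect and reference peptide for full effect; strong numbers were not always called active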
TcdB inh: blocks C. difficile toxin B glycohydrolase activity. actives 0.24% (n = 350,000). TcdB glycohydrolase enzymatic assay, plate reader. P18177. inhibition, % at 9.99 µM; in the data active = inhibition above about 10%
Starred values were filed as active, the others as inactive; i = inactive; · = not tested or not shown. An excerpt. The share of hits here may be higher or lower than overall.

1: O=C(O)c1ccc(NC(=O)c2cn(-c3ccccc3)nc2-c2ccc(Cl)cc2)cc1
2: Cc1c(NC(=O)C(C)N2C(=O)C3C4C=CC(C4)C3C2=O)c(=O)n(-c2ccccc2)n1C (stereo not given)
3: COc1ccc(CNC(=O)c2c(O)c3cccc4c3n(c2=O)CCC4)cc1
4: CC1CCC(NC(=O)CCCCn2c(=O)[nH]c3ccsc3c2=O)CC1 (stereo not given)
5: COC(=O)c1c(C(=O)OC)c(-c2cccc(Cl)c2)n2c1CS(=O)C2 (stereo not given)
6: COc1cc(C(=O)NNC(=O)COc2ccc(C)cc2)ccc1OCC(=O)N1CCOCC1
entry no.,1,2,3,4,5,6
Yp Topo-I inh,-9,-2,3,7,-2,-5
Rv3671c protease,-29,-5,·,-4,2,-11
PfHsp40 yeast,0.9,0.7,0.6,-0.2,·,-1.4
Anthrax LF prot,-4,-3,0,1,1,1
VHR inh abs,17,4,12,22,9,·
MazEF act,-9,-5,-11,9,1,-15
3CLpro inhibitor,13*,-2,7,1,-1,·
Vc quorum ag,-0.2,-0.1,4.2,-0.2,-0.4,-0.7
SSB-PriA inh,-3,-14,-5,-6,0,-2
TcdB inh,2.9,-1.4,·,0.6,1.0,0.5

7: O=C1Nc2ccccc2Nc2ncccc21
8: COc1cccc(/C=C2\N=C(c3c(-c4ccccc4)noc3C)OC2=O)c1OC
9: CN(C)c1ccccc1-c1cc(NC=O)c2ncc(-c3cccc(C(F)(F)F)c3)n2c1
10: NS(=O)(=O)c1ccc(CNC(=O)c2ccc(Cl)c([N+](=O)[O-])c2)cc1
11: CN(C=C1C(=O)CC(C)(C)CC1=O)CCN1CCNCC1
12: O=C(Cn1cnc2c(OCc3ccccc3)ncnc21)NCc1ccccn1
entry no.,7,8,9,10,11,12
Yp Topo-I inh,-3,-4,3,-1,6,0
Rv3671c protease,-10,-9,·,5,0,-1
PfHsp40 yeast,-1.0,-0.4,·,-0.1,-1.3,1.1
Anthrax LF prot,-3,-1,-7,3,7,-1
VHR inh abs,14,14,·,9,27,·
MazEF act,3,-5,·,5,1,-1
3CLpro inhibitor,-2,-8,·,0,1,·
Vc quorum ag,·,1.5,0.5,-0.7,-0.3,-0.7
SSB-PriA inh,-17,-5,·,5,5,1
TcdB inh,·,1.9,1.1,1.3,·,0.1

13: COC(OC)C(C)NC(=O)NC(=O)c1ccccc1Cl (stereo not given)
14: COc1ccc(C(=O)Nc2ccccc2C(N)=O)cc1
15: CN(C(=O)COC(=O)c1ccccc1SCC(=O)N1CCCC1)C1CCS(=O)(=O)C1 (stereo not given)
16: CC(NC(C)c1ccccc1Cl)C(=O)Nc1cccc(S(=O)(=O)N2CCCCC2)c1 (stereo not given)
17: O=C(CS(=O)CC(=O)Nc1cccnc1)Nc1ccc(F)cc1 (stereo not given)
18: Cc1nnc(NC(=O)CN2CCN(Cc3c(Cl)cccc3Cl)CC2)s1
entry no.,13,14,15,16,17,18
Yp Topo-I inh,1,-3,-11,-1,-7,3
Rv3671c protease,1,6,1,-3,5,1
PfHsp40 yeast,0.5,0.0,-2.5,0.5,-1.5,-0.3
Anthrax LF prot,2,-4,-2,1,-2,23
VHR inh abs,33,5,18,·,10,9
MazEF act,-6,0,0,-26,-18,6
3CLpro inhibitor,-2,1,-2,·,2,0
Vc quorum ag,-0.4,6.2,i,i,0.0,-0.8
SSB-PriA inh,-1,-23,-2,-6,-2,8
TcdB inh,-0.9,·,-3.8,-7.3,-9.1,0.8

19: CCOc1ccc(NC(=O)COC(=O)CC2CC3CCC2C3)cc1 (stereo not given)
20: Cc1onc(-c2c(F)cccc2Cl)c1C(=O)N=C(N)N1CCCC1
21: COc1cc2c(cc1OC)C1CC(=O)C(CC(C)C)CN1CC2 (stereo not given)
22: CCOC(=O)c1cc(OCC)c2c(ccc3cc(OC)ccc32)n1
23: O=S(=O)(c1ccc(Oc2ccc(F)c(Cl)c2)nc1)N1CCOCC1
24: Cc1ccc2nc(CCc3nc4ccc(C)cc4[nH]3)[nH]c2c1
entry no.,19,20,21,22,23,24
Yp Topo-I inh,25,-2,6,4,4,5
Rv3671c protease,7,10,2,·,6,4
PfHsp40 yeast,12,-0.6,-0.5,·,0.7,0.9
Anthrax LF prot,-6,·,0,3,2,16
VHR inh abs,·,35,-4,·,·,-2
MazEF act,-15,6,4,-12,0,8
3CLpro inhibitor,·,8,3,·,·,-4
Vc quorum ag,i,1.0,-4.3,i,-3.8,0.5
SSB-PriA inh,-12,·,-9,·,-2,-11
TcdB inh,1.5,4.7,0.8,0.0,1.2,-2.5

10 of the compounds above, with two lines to a compound.
Results follow in this order: Yp Topo-I inh | Rv3671c protease | PfHsp40 yeast | Anthrax LF prot | VHR inh abs | MazEF act | 3CLpro inhibitor | Vc quorum ag | SSB-PriA inh | TcdB inh
1	O=C(O)c1ccc(NC(=O)c2cn(-c3ccccc3)nc2-c2ccc(Cl)cc2)cc1
    -9 | -29 | 0.9 | -4 | 17 | -9 | 13* | -0.2 | -3 | 2.9
2	Cc1c(NC(=O)C(C)N2C(=O)C3C4C=CC(C4)C3C2=O)c(=O)n(-c2ccccc2)n1C (stereo not given)
    -2 | -5 | 0.7 | -3 | 4 | -5 | -2 | -0.1 | -14 | -1.4
3	COc1ccc(CNC(=O)c2c(O)c3cccc4c3n(c2=O)CCC4)cc1
    3 | · | 0.6 | 0 | 12 | -11 | 7 | 4.2 | -5 | ·
4	CC1CCC(NC(=O)CCCCn2c(=O)[nH]c3ccsc3c2=O)CC1 (stereo not given)
    7 | -4 | -0.2 | 1 | 22 | 9 | 1 | -0.2 | -6 | 0.6
5	COC(=O)c1c(C(=O)OC)c(-c2cccc(Cl)c2)n2c1CS(=O)C2 (stereo not given)
    -2 | 2 | · | 1 | 9 | 1 | -1 | -0.4 | 0 | 1.0
6	COc1cc(C(=O)NNC(=O)COc2ccc(C)cc2)ccc1OCC(=O)N1CCOCC1
    -5 | -11 | -1.4 | 1 | · | -15 | · | -0.7 | -2 | 0.5
7	O=C1Nc2ccccc2Nc2ncccc21
    -3 | -10 | -1.0 | -3 | 14 | 3 | -2 | · | -17 | ·
8	COc1cccc(/C=C2\N=C(c3c(-c4ccccc4)noc3C)OC2=O)c1OC
    -4 | -9 | -0.4 | -1 | 14 | -5 | -8 | 1.5 | -5 | 1.9
9	CN(C)c1ccccc1-c1cc(NC=O)c2ncc(-c3cccc(C(F)(F)F)c3)n2c1
    3 | · | · | -7 | · | · | · | 0.5 | · | 1.1
10	NS(=O)(=O)c1ccc(CNC(=O)c2ccc(Cl)c([N+](=O)[O-])c2)cc1
    -1 | 5 | -0.1 | 3 | 9 | 5 | 0 | -0.7 | 5 | 1.3

Further entries follow:
25: Cc1sc2nc(CN3CCC(C)CC3)nc(Cl)c2c1C
26: Clc1ccccc1NN(Cc1ccncc1)c1ccccc1Cl
27: COc1ccc(S(=O)(=O)N2CCOCC2)cc1NC(=O)CCc1cc(OC)c(OC)c(OC)c1
28: C/C=C(\C)C(=O)O[C@H](c1cc2ccc(=O)oc2cc1OC)[C@@H](O)C(C)(C)O
29: CCOC(=O)CSc1nc(C)cc(C)n1
30: COC(=O)c1c(NC(=O)CN2C(=O)NC3(CCc4ccccc4C3)C2=O)sc2c1CCCCC2 (stereo not given)
entry no.,25,26,27,28,29,30
Yp Topo-I inh,·,-7,1,10,-2,12
Rv3671c protease,1,·,-9,0,8,-1
PfHsp40 yeast,·,·,1.6,1.9,-0.8,-1.0
Anthrax LF prot,·,-1,·,-8,1,-2
VHR inh abs,-7,·,·,·,12,-6
MazEF act,·,-4,1,6,5,-12
3CLpro inhibitor,-2,·,·,·,-4,-5
Vc quorum ag,·,i,i,i,-0.7,i
SSB-PriA inh,·,·,11,1,-11,-3
TcdB inh,-0.3,-0.9,2.7,0.0,·,-0.2

31: Cn1c(CC2C(=O)Nc3ccc(Br)cc32)nc2ccccc2c1=O (stereo not given)
32: CCOC(=O)c1ccc(NC(=O)c2nc[nH]c2C(=O)NCCCNC(=O)c2[nH]cnc2C(=O)Nc2ccc(C(=O)OCC)cc2)cc1
33: N=C1/C(=C\c2coc3ccccc3c2=O)C(=O)N=C2SC=CN12
34: Clc1ccc(-n2nnnc2SCc2c(-c3ccccc3)nc3sccn23)cc1
35: Cc1ccc(F)cc1C(=O)N1CCCCC1c1cc(C(=O)Nc2ccc(F)c(Cl)c2)no1 (stereo not given)
36: CC(C)c1ccc(NS(=O)(=O)c2ccc(Cl)nc2)cc1
entry no.,31,32,33,34,35,36
Yp Topo-I inh,-6,-6,-1,3,26,2
Rv3671c protease,-11,-1,2,-5,·,-6
PfHsp40 yeast,0.4,-2.0,-0.5,-1.4,·,5.5
Anthrax LF prot,-2,4,0,-1,6,-1
VHR inh abs,-4,·,7,32,·,-2
MazEF act,-22,-15,i,-15,·,-8
3CLpro inhibitor,-6,·,4,0,·,0
Vc quorum ag,-0.4,i,3.9,0.4,i,-0.7
SSB-PriA inh,2,-9,-6,-11,·,-17
TcdB inh,2.9,0.7,-0.8,·,-0.9,·

37: COc1cc2c(cc1OC)CN(C(=O)COc1ccc(C#N)cc1)CC2
38: O=C1CSC(c2ccc(Cl)cc2)N1Nc1nc(N2CCOCC2)nc(N2CCOCC2)n1 (stereo not given)
39: CCOc1ccc(CCNC(=O)c2ccc(CNS(=O)(=O)c3ccccc3)cc2)cc1OCC
40: O=C(N/N=C/c1ccncc1)c1cc(C2CC2)nc2ccccc12
41: C#CCOCCOCCOCCNc1nc(N2CCN(C(=O)[C@H](CCCN=C(N)N)n3cc(C(N)[C@@H](C)CC)nn3)CC2)nc(N2CCN(C(=O)[C@H](CCC(=O)O)n3cc([C@@H](N)CO)nn3)CC2)n1 (stereo not given in full)
42: C=C(C)COc1ccc2c(C)c(CCC(=O)N3C[C@H]4C[C@@H](C3)c3cccc(=O)n3C4)c(=O)oc2c1
entry no.,37,38,39,40,41,42
Yp Topo-I inh,4,19,16,7,0,14
Rv3671c protease,-2,8,0,2,-3,8
PfHsp40 yeast,0.1,-1.0,0.3,0.8,0.8,-0.3
Anthrax LF prot,-2,-2,-1,11,-10,-10
VHR inh abs,17,42,7,26,·,20
MazEF act,2,1,2,6,7,4
3CLpro inhibitor,6,4,2,-8,·,-1
Vc quorum ag,-0.6,-0.4,i,-0.5,i,-0.6
SSB-PriA inh,-3,-12,-6,·,4,-11
TcdB inh,·,0.3,·,·,2.6,0.5

43: COc1ccc(-c2cn(Cc3ccc4c(c3)C(=O)c3ccccc3C4=O)nn2)cc1
44: COc1ccc(C(C(=O)Nc2ccc(C(C)C)cc2)N(C)C(=O)CNC(C)=O)cc1 (stereo not given)
45: O=C1COc2ccc(NC(=O)c3ccccc3C(=O)O)cc2N1
46: CN(C)CCNC(=O)c1cccc(-c2cnc3c(NC=O)cc(-c4ccccc4F)cn23)c1
47: CC(CCc1ccco1)NC(=O)Cn1ncc2c1-c1ccccc1OC2 (stereo not given)
48: C/C(N)=N\S(=O)(=O)c1ccc(Cl)cc1
49: CC(C)NC(=O)CC(=O)N/N=C/c1ccc(F)cc1
50: O/N=C1/CCc2nonc2/C1=N/O
51: COc1ccccc1N(CC(=O)Nc1cccnc1)S(=O)(=O)c1ccccc1
entry no.,43,44,45,46,47,48,49,50,51
Yp Topo-I inh,0,17,2,-14,20,1,0,-2,4
Rv3671c protease,-2,2,-3,·,1,3,3,-5,-3
PfHsp40 yeast,-1.8,-0.8,-0.4,·,-0.3,0.0,-1.1,-1.4,-2.3
Anthrax LF prot,-7,-1,-1,0,1,1,0,-1,-2
VHR inh abs,13,24,42,·,2,21,-2,10,17
MazEF act,9,0,13,·,4,-6,0,-1,3
3CLpro inhibitor,-5,3,-5,·,0,0,2,0,-2
Vc quorum ag,-0.5,i,-0.9,-0.1,·,1.8,i,-0.3,0.1
SSB-PriA inh,-2,-2,5,·,-11,·,·,·,0
TcdB inh,0.3,·,1.1,-6.6,0.5,0.9,·,·,0.9

Source: PubChem BioAssay
